TrxR1 substrate: qHTS Assay for Substrates of Mammalian Selenoprotein Thioredoxin Reductase 1 (TrxR1): qHTS | Thioredoxin reductase 1, cytoplasmic (Rattus norvegicus), O89049 | purified TrxR1 substrate turnover, NADPH consumption readout | Potency, µM (highest dose often 114 µM), for the others: at the highest dose activity change, negative = substrate turnover | actives 0.01% (n = 390,000); note: potency is the fitted concentration of half-maximal effect; % is set by controls: 0 for no effect and ±100 for the full control effect; nearly all actives have a fitted effect of over 50% in size
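Rat TrxR1, dispensed at 90 nM, was prereduced with 400 uM NADPH (final) for 5 min at ~22 deg C, then incubated with compound 15 min before 400 uM selenite. A first-read NADPH fluorescence drop versus no-compound background flagged substrates.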
Vif-APOBEC3G blk: qHTS for Inhibitors of Vif-A3G Interactions: qHTS | DNA dC->dU-editing enzyme APOBEC-3G (Homo sapiens), Q9HC16 | HeLa A3G-eYFP + Vif (tagged APOBEC3G with the HIV-1 protein that degrades it), YFP fluorescence, overnight | Potency, µM (series often up to 46.1 µM), for the others: top-dose activity, negative = active, hits mostly inhibitors | actives 0.076% (n = 410,000) | AID 602310, 2012;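 note: potency is the fitted concentration of half-maximal effect; % is set by controls: 0 for no effect and ±100 for the full control effect; nearly all actives have a fitted effect of over 60% in size; hits raise eYFP signal because A3G escapes Vif-driven loss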
Target sequence (Q9HC16 whole entry, looked up): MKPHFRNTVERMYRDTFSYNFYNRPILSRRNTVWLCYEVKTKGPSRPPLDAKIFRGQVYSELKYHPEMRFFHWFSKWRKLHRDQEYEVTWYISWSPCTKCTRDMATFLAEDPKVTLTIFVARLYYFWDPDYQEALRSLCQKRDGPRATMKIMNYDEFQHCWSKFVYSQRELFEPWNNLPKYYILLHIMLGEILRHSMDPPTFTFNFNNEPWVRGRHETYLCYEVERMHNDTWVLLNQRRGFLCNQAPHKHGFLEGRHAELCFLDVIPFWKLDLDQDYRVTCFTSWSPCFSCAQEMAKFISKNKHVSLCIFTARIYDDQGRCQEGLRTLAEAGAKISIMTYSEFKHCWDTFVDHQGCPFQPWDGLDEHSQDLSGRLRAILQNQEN
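Read-out is eYFP fluorescence (Ex 488/Em 500-530) from Vif-expressing HeLa A3G-eYFP cells; more signal means A3G escaped Vif-mediated degradation. Cells plated overnight, compound pinned in, incubated overnight at 37 deg C.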
PI4K2A block: qHTS for small molecular inhibitors of PI4K2A; actives 0.13% (n = 420,000); purified PI4K2A, ADP-Glo luminescence, 1 h; hits give low values; activity change, negative = inhibition, % at 76.9 µM; in the data active = activity change below about -50%; inconclusive = mostly about -30% to -49%;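 note: -100% = wells without enzyme as full effect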
Target sequence (Q9BTU6 whole entry, looked up): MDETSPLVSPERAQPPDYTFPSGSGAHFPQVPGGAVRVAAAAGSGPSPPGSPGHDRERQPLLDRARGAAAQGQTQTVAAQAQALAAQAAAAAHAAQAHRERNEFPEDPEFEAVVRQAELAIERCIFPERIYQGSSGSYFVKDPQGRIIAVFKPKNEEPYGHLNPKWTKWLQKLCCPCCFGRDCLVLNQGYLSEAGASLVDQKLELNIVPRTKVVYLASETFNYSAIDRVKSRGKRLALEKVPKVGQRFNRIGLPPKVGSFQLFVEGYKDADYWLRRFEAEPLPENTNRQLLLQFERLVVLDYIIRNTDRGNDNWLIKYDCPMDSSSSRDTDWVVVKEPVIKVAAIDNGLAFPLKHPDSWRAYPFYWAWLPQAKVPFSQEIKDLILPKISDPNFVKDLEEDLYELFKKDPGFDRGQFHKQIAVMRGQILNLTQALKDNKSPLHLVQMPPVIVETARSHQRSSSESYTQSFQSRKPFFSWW
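PI4K2A activity was measured by ADP-Glo luminescence: enzyme (4 ug/mL stock) and phosphatidylinositol (1.2 mM stock) in Tris pH 7.5/MgCl2/EGTA/Triton X-100 buffer were reacted with ATP (300 microM stock) for one hour at ambient temperature.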
IDH1 R132H inh: qHTS for Inhibitors of mutant isocitrate dehydrogenase 1 (IDH1): qHTS; Isocitrate dehydrogenase [NADP] cytoplasmic (Homo sapiens), O75874; Potency, µM (doses to about 76.6 µM), inactives show at the highest dose activity change, negative = inhibition, actives largely listed as inhibitors; AID 602179, 2012; IDH1-R132H enzyme, NADPH consumption, diaphorase/resazurin fluorescence; actives 0.093% (n = 390,000); note: potency is the fitted concentration of half-maximal effect; % is set by controls: 0 for no effect and ±100 for the full control effect; nearly all actives have a fitted effect of over 65% in size
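IDH1-R132H (0.5 ug/mL) preincubated 30 min with compound, then NADPH (0.016 mM) and alpha-KG (2 mM) added; 80 min at RT, pH 7.5. Remaining NADPH coupled via diaphorase/resazurin to fluorescence (540/590 nm); concentration-response curves normalized to no-enzyme control.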
USP1 inh: Inhibitors of USP1/UAF1: Primary Screen. actives 0.23% (n = 390,000). Potency, µM (highest dose often 57.1 µM), inactives show at the top dose activity change, negative = inhibition, usual class: inhibitors. Ubiquitin carboxyl-terminal hydrolase 1 (Homo sapiens), O94782. recombinant USP1/UAF1, Ub-Rhodamine cleavage fluorescence. AID 743255, 2014; note: potency is the fitted concentration of half-maximal effect; % is set by controls: 0 for no effect and ±100 for the full control effect; nearly all actives have a fitted effect of over 60% in size; inactives centre near -12
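High-throughput fluorogenic screen: 1nM USP1/UAF1 complex, Ub-Rho substrate 150nM final, 50mM HEPES pH 7.8 with 0.5mM EDTA, 0.1 mg/ml BSA, 1mM TCEP and 0.01% Tween-20.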
Glioma ERSR ind: qHTS for Inducers of the Endoplasmic Reticulum Stress Response (ERSR) in Human Glioma: qHTS; U87-MG GRP78 promoter luciferase reporter, 16 h; Potency, µM, for the others: at the highest dose activation, usual class: activators; actives 0.02% (n = 420,000); AID 602332, 2012; note: potency is the fitted concentration of half-maximal effect; series mostly up to about 76 µM; % of control where 0% means no effect; nearly all actives have a fitted effect of over 35% in size
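ERSR induction read as luciferase luminescence (Bright-Glo, 10 min at room temperature) in stably transfected human U87-MG glioma cells exposed to compounds for 16 h, using GRP78 as sensor.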
Vif-A3F inh: qHTS for Inhibitors of Vif-A3F Interactions: qHTS; HeLa A3F-eYFP + Vif (tagged APOBEC3F with the HIV-1 protein that degrades it), YFP fluorescence increase; Potency, µM (series often up to 46.1 µM), without a hit: at the highest dose activity, negative = active; actives 0.2% (n = 390,000); AID 602313, 2012; note: potency is the fitted concentration of half-maximal effect; % of control where 0% means no effect; nearly all actives have a fitted effect of over 65% in size
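Fluorescence increase (Ex 488/Em 500-530) after overnight compound treatment at 37 deg C flags inhibition of Vif-driven A3F-eYFP loss in stable HeLa A3F-eYFP/Vif cells seeded overnight beforehand.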
LDHA inh: qHTS assay for inhibitors of human lactate dehydrogenase; L-lactate dehydrogenase A chain (Homo sapiens), P00338; purified LDHA, NADH/diaphorase-resazurin fluorescence; hits give low values; activity change, % (values are at about 110 or 230 µM); actives 0.15% (n = 480,000); AID 1347041, 2019; in the data active = activity change below about -30%; inconclusive = mostly about -25% to -30%;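 note: plate controls were DMSO wells for no effect and wells without enzyme for full effect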
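Resorufin fluorescence (ex540/em590), read at 0 and 20 min after diaphorase/resazurin addition, reports the NADH left after a 5 min room-temperature reaction of 2 nM human LDH5 with 0.06 mM NADH and 0.2 mM pyruvate.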
RXFP1 agonist: qHTS Assay for Agonists of the Relaxin Receptor RXFP1; Relaxin receptor 1 (Homo sapiens), Q9HBX9; HEK293T-RXFP1 cAMP TR-FRET, 30 min; response scale: percent of porcine relaxin response, buffer zero; Potency, µM (doses to about 57.5 µM), for inactives: at the top dose activation, hits mostly activators; actives 0.3% (n = 370,000); AID 2676, 2010; note: potency is the fitted concentration of half-maximal effect; % is set by controls: 0 for no effect and ±100 for the full control effect; nearly all actives have a fitted effect of over 60% in size; many of its hits are not listed in these tables
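HEK293 cells stably expressing RXFP1, treated 30 min at 37C with compounds plus PDE4 inhibitor Ro 20174; cAMP measured by HTRF TR-FRET. Normalized to buffer and 29 nM porcine relaxin; EC50 by Hill fit.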
An asterisk follows results filed as active; ? = inconclusive; · = no result given; & = joins results of further samples; [ ] = dose if it differs, or a comment. Unless noted, calls come from the whole dose curve; as a rule, active = well fitted curve in the direction sought with a large enough effect; inconclusive = small, poorly fitted or top-dose-only effect, or another doubt; inactive = no such curve, though single readings can be large; an effect the other way counts as inactive or inconclusive. This is a subset; the hit share may differ from the screen's.

The line under a structure holds: PI4K2A block | LDHA inh | Vif-APOBEC3G blk | RXFP1 agonist | IDH1 R132H inh | USP1 inh | Vif-A3F inh | TrxR1 substrate | Glioma ERSR ind
CC(C)OC(=O)CC1C(=O)NCCN1C(=S)NC(=O)c1ccccc1Cl (centres undefined)
    -3.0 | -3.5 | -1.8% | -0.2% | 0.0% | -12.8% | 0.3% | 5.6% | -2.7%
COc1ccc(NS(=O)(=O)c2cccc(C(=O)NN=Cc3cc(Br)c(O)c(Br)c3)c2)cc1
    -2.0 | -10.9 | 4.0% | · | 0.6% | 7.4% | 5.8% | -7.8%[2.29 µM] | -1.2%
CC[C@@H](C(=O)[C@@H](C)[C@@H](O)[C@H](C)CCc1ccc(C)c(O)c1C(=O)O)[C@H]1O[C@](CC)([C@H]2CC[C@](O)(CC)[C@H](C)O2)C[C@@H]1C
    2.1 | -12.2 | 2.8% | 3.0% | -5.3% | -25.5% | 7.7% | 0.9% | -9.6%
COc1cccc(NC(=O)Cn2cc(S(=O)(=O)Cc3ccccc3F)c3ccccc32)c1
    -0.3 | -1.4 | -1.6% | 3.5% | 5.2% | -15.1% | 7.4% | -1.5% | 2.2%
CCc1noc(C)c1C(=O)Nc1ncc(C)s1
    -5.8 | -1.8 | 0.9% | -0.4% | 5.5% | -0.3% | -6.8% | 5.8% | -2.6%
NC(=O)c1ccccc1NS(=O)(=O)c1cccs1
    6.3 | -6.2 | -1.2% | 1.7% | -8.4% | 7.3% | -2.9% | -4.5%[57.1 µM] | -8.7%
O=C(COC(=O)Cc1ccc(F)cc1)NC1CCS(=O)(=O)C1 (centres undefined)
    4.8 | -5.4 | 1.2% | 0.0% | 3.9% | 5.1% | 9.2% | -3.3% | -3.1%
Cc1ccc(C)c(NC(=O)c2cc(-c3cc(C)ccc3O)n[nH]2)c1
    1.3 | -3.7 | -7.9% | -1.2% | 2.0% | -10.7% | ? | -8.9%[57.1 µM] | 3.0%
COc1ccccc1NC(=S)N(CCCN(C)C)Cc1cc2cc3c(cc2[nH]c1=O)OCO3
    -9.9 | 2.3 | -1.5% | -0.8% | 7.7% | -8.0% | -4.8% | 41.5% | 2.4%
CC1(C)C(CC2OCC(CN3CCCCC3)O2)[C@H]2CC[C@@H]1C2 (some centres undefined)
    0.0 | -1.2 | 1.7% | -1.0% | 14.2% | -19.8% | -0.4% | 0.7% | -2.1%
CCOc1ccc(C(=O)N/N=C/c2ccc(SC)cc2)cc1
    -4.2 | -8.0 | -0.8% | 1.1% | 1.1% | -15.1% | -9.4% | -7.3% | -2.4%
CCN(CC)C(=O)CS(=O)(=O)CC(=O)Nc1cc(OCCOC)c(Cl)cc1Cl
    -0.9 | -0.8 | -0.5% | 0.6% | 0.0% | -13.2% | -11.7% | 2.8%[57.1 µM] | -3.3%
Nc1ccc(-c2nc3c(Cl)cc(N)cc3[nH]2)cc1
    2.3 | 1.9 | -5.5% | 3.5% | 7.1% | -20.1% | 3.4% | 386.7%[activator] | -12.7%
CC(=O)c1ccc(-c2c(C)cc3oc(=O)cc(-c4ccccc4)c3c2C)cc1
    -4.8 | -0.4 | -2.5% | · | -4.3% | ? | -0.8% | 2.5% | 1.6%&1.1%
CCOc1ccc(CNc2ccc(N3CCOCC3)c(C(=O)O)c2)cc1
    0.1 | -18.9&0.0 | 0.8% | -0.1% | 6.8% | -16.4% | · | 3.8% | -8.7%
O=C(CC1CCCC1)N1CCN(S(=O)(=O)c2ccc(F)cc2)CC1
    7.4 | -3.7 | 1.4% | -0.3% | 2.5% | -17.7% | 0.8% | 4.4% | -2.1%
O=C(COC(=O)CSc1ccc(F)cc1)NC1CCCCCC1
    -1.5 | -3.5 | 1.4% | 0.4% | 12.6% | -24.2% | -2.1% | -7.2% | -3.6%
CCCS(=O)(=O)NC(=O)C1(C)CCCN(C(=O)c2ccccc2Br)C1 (centres undefined)
    2.5 | -6.5 | -0.9% | · | · | · | · | · | -2.6%
CC(C)c1cc(C(=O)OCC(=O)NC(=O)NCc2ccco2)c(O)c(C(C)C)c1
    -3.0 | 3.0 | -5.3% | 0.9% | 4.5% | -13.9% | 9.1% | -1.3%[57.1 µM] | -12.8%
C=CCN1CC2CC3(COc4cc(C)cc(C)c4)C=CC2(O3)C1=O (centres undefined)
    -9.0 | 0.3 | -1.7% | 3.4% | 3.7% | 2.6% | · | -1.0% | -1.9%
C/C(CCc1ccc2c(c1)OCO2)=N\N=C(/N)SC1CC(=O)N(c2ccccc2F)C1=O (centres undefined)
    2.3 | 3.1 | 1.7% | -0.2% | 0.9% | -21.6% | 6.8% | 2.3%[57.1 µM] | -2.7%
CCCn1c(SCC(=O)Nc2ccccc2-c2ccccc2)nnc1-c1ccoc1C
    2.6 | -4.4 | 0.7% | 1.0% | 2.2% | -25.2% | 4.5% | -4.4% | -3.6%
COC(=O)C1=C(C)N(C)C(=S)N(C)C1c1ccc(OC)cc1 (centres undefined)
    -1.3 | -1.8 | -3.5% | 0.2% | 3.6% | -12.6% | -4.4% | -6.8% | -1.3%
CN1/C(=C/C2CC(=O)N(c3cccc4ccccc34)C2=O)C(C)(C)c2ccccc21 (centres undefined)
    10.8 | 4.6 | -12.4% | -0.7% | -2.9% | -22.0% | ? | -0.6%[57.1 µM] | -4.1%
O=C(Nc1nnc(SCc2cccc3ccccc23)s1)C1COc2ccccc2O1 (centres undefined)
    4.3 | -7.7 | 0.1% | 1.0% | -10.5% | -13.5% | 1.2% | 5.1%[0.457 µM] | -5.6%
CCCCCNC(=O)c1ccc2c(c1)nc(C)n2-c1cccc(C)c1
    3.4 | 8.5 | 3.1% | 0.6% | 20.7% | -11.4% | 5.0% | 5.8%[57.1 µM] | 0.2%
Cc1nc(S(=O)(=O)Cc2ccc(Cl)cc2)nc2c1CCC2
    4.0 | -8.6 | 5.1% | 7.6% | -1.8% | -11.3% | -17.3% | 7.3%[57.1 µM] | -5.0%
CC(C)Sc1snnc1-c1ccccc1
    0.4 | -1.6 | 1.6% | -0.2% | -3.6% | -11.4% | -3.6% | -2.9%[57.1 µM] | 0.8%
OC[C@@H]1CN(CCN2CCOCC2)C[C@H](n2cnc3c(NCc4ccco4)ncnc32)O1
    -7.5 | 2.2 | 2.7% | · | · | · | · | · | -0.8%
O=C(C=Cc1ccc2c(c1)OCO2)C=Cc1ccc2c(c1)OCO2
    -4.4 | -0.2 | 0.0% | · | -7.4% | ? | ? | · | 0.8%
CCN(CC(=O)Nc1ccc(OC)cc1)C(=O)c1cc(S(=O)(=O)N2CCOCC2)ccc1N1CCCC1
    -0.3 | -11.1 | -0.9% | 0.3% | 0.7% | -6.3% | 10.2% | -2.7% | -1.1%
O=C(COC(=O)Cc1c(F)cccc1Cl)NCCC1=CCCCC1
    -0.4 | -1.4 | -0.1% | 1.2% | 1.5% | -18.1% | 0.9% | -1.3% | -3.8%
Cn1c(N)c(C(=O)COC(=O)c2ccc3ccccc3c2)c(=O)n(C)c1=O
    -0.2 | -6.0 | -1.0% | · | 1.9% | -13.5% | 4.4% | 9.7%[57.1 µM] | -4.6%
Cc1cn(C2CC3OCC3O2)c(=O)[nH]c1=O (centres undefined)
    -4.4 | 0.3 | -5.1% | 1.3% | 4.2% | -20.8% | -4.3% | -1.0% | -2.6%
CCOc1ccc(N(C)C(=O)CCc2nnc3ccc(N4CCCC4)nn23)cc1
    5.9 | -0.4 | -1.1% | 16.5% | 14.9% | -20.1% | 1.8% | -0.1% | -7.3%
CCOc1cc(C(=O)N(C)CC(=O)Nc2cccc3ccccc23)ccc1OC
    -1.2 | -8.4 | -7.3% | 1.3% | -4.2% | -19.2% | -3.1% | 7.4% | -1.9%
COc1ccc(C(=O)Nc2ccc([N+](=O)[O-])cn2)c(OC)c1
    -0.7 | -3.6 | 0.5% | -0.4% | 2.1% | -17.6% | -3.1% | -9.3% | 4.2%
COc1ccc(C(=O)Nc2ccccc2C(=O)NCc2ccco2)cc1OC
    1.1 | 4.3 | -6.3% | 3.8% | 7.4% | -13.2% | 3.4% | -0.9% | 2.5%

Compound activity as filed in PubChem BioAssay.
